beta cell repl – MIN6 beta-cell proliferation induction; MIN6 cells proliferation, ATPlite luminescence, 48 h; cells starved in 0.2% serum; 100% = growth in 10% serum; proliferation, % at 10 µM; 330,000 tested, 0.29% active;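 active = compounds whose signal lies at least 3.5 SD above the mean of all wells on their plate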;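 note: 0% = DMSO-treated cells in low-serum medium and 100% = 10% serum control; some compounds called inactive have numbers as strong as hits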
PfG6PD inh – PfG6PD (Plasmodium falciparum) enzyme inhibition | inhibition, % at 20 µM | 350,000 tested, 0.78% active | PfGluPho enzyme, NADPH resazurin-diaphorase fluorescence;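 active = inhibition reaching at least a set limit at 20 µM in the primary screen, cut at about 59% in these data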;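 note: 0% = DMSO wells with substrate and 100% = DMSO wells lacking glucose-6-phosphate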
UBC13 polyUb – inhibitors of human UBC13 polyubiquitin chain formation. TR-FRET. inhibition, % at 20 µM. P61088. 330,000 tested, 0.47% active; in the data active = inhibition above about 45%, passing the limit was not always enough
Target sequence (P61088 whole entry, looked up): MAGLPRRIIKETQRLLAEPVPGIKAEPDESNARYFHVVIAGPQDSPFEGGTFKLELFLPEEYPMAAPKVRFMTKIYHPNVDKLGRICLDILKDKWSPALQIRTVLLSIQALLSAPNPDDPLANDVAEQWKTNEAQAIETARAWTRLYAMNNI
SENP8 block-1 – blocks human SENP8 cleavage of Nedd8 substrate; AID 602440; inhibition, % at 20 µM; recombinant SENP8, Nedd8 substrate fluorescence; 360,000 tested, 0.64% active; in the data active = inhibition mostly above about 40%, no sharp cut-off; inactive = mostly below about 27%
HKDC1 inhibitor – HKDC1 (human) hexokinase inhibition; Q2TB90; recombinant HKDC1, G6PDH/diaphorase resazurin coupled fluorescence; inhibition, % at 20 µM; 340,000 tested, 0.16% active; AID 493160;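 active = inhibition above about 35% when tested at 20 µM, limit read from the data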;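 note: plate controls were DMSO wells with enzyme for no effect and DMSO wells lacking enzyme for full effect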
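Test system: Recombinant HKDC1 (HK5) hexokinase enzyme, produced in-house | Input: HKDC1 at 5 µg/mL | Buffer or medium: Tris pH 8.0 buffer with MgCl2, Tween-20, BSA, BME | Schedule: 90 min reaction incubation at room temperature, dark | Technique: Resazurin-to-resorufin fluorescence via G6PDH and diaphorase coupling, 525/613 nm | Controls: DMSO wells with and without enzyme mix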
SENP6 block – SENP6 protease inhibition; Q9GZR1; Recombinant SENP6 catalytic domain, aminoluciferin luminescence; inhibition, % at 10 µM; 330,000 tested, 1.8% active; AID 2599;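 active = inhibition above about 50% at the single tested dose, limit read from the data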;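 note: plate controls were DMSO wells with enzyme for no effect and DMSO wells lacking enzyme for full effect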
Target sequence (Q9GZR1 628-1112 limits assumed): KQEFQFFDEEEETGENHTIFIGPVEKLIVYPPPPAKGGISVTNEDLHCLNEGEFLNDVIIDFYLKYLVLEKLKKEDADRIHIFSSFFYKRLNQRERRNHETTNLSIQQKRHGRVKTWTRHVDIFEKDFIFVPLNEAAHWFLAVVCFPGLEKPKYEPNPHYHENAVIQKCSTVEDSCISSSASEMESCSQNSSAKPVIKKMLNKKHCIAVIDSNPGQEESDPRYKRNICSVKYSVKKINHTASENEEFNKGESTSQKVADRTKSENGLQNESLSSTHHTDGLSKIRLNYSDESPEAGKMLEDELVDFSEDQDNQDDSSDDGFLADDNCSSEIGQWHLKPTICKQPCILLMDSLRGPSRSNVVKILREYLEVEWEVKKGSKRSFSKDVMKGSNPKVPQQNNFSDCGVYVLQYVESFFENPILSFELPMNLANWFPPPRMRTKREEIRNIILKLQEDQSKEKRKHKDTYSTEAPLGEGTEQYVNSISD
SENP8 block-2 – blocks the human protease SENP8. purified SENP8, Z-RLRGG-aminoluciferin cleavage, luminescence. AID 2540. 330,000 tested, 1.2% active. inhibition, % at 10 µM. Q96LD8; in the data active = inhibition above about 50%
SENP7 block – blocks the human protease SENP7; Q9BQF6; inhibition, % at 5 µM; recombinant SENP7, Z-RLRGG-aminoluciferin luminescence, 40 min; 330,000 tested, 1.5% active; AID 434973;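 active = inhibition above about 50% at the single test dose, limit read from the data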;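 note: plate controls were DMSO with enzyme for no effect and no enzyme buffer wells for full effect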
SENP1 FRET inh – SENP1 (human) catalytic domain inhibition; AID 624204; 360,000 tested, 0.21% active; inhibition, % at 10 µM; recombinant SENP1 catalytic domain, CyPet-SUMO1-YPet FRET cleavage; Q9P0U3;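 active = inhibition at least 30% at 10 µM, raw YFP signal under a set limit, fluorescence ratio 0.5 to 1.5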;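 note: 0% = enzyme with DMSO and 100% = no enzyme wells; some results filed as inactive read as strong as hits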
Target sequence (Q9P0U3 419-644 limits assumed): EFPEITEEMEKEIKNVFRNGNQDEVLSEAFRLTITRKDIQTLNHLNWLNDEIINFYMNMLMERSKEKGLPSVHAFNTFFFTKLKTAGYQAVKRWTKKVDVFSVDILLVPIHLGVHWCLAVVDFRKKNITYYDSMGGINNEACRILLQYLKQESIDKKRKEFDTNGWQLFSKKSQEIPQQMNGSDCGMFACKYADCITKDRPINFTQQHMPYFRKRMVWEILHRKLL
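Test system: human SENP1 catalytic domain; medium: Tris pH 8 buffer plus EDTA, NaCl, BME, BSA, NP40, catalase; incubation: 50 min reaction at room temperature; technique: FRET, CFP and YFP emission; controls: no-enzyme low control and enzyme-plus-DMSO high control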
Numbers without * were called inactive; . = not tested or not shown.

Start of the listing, in advance:
SMILES	beta cell repl	PfG6PD inh	UBC13 polyUb	SENP8 block-1	HKDC1 inhibitor	SENP6 block	SENP8 block-2	SENP7 block	SENP1 FRET inh
Cc1ccc(C)c(S(=O)(=O)N2CCCCC2CCNC(=O)C(=O)NCc2ccccc2)c1 (stereo not drawn)	-1	2	-9	5	-2	-11	-9	14	-1
CC(C)NC(=O)CSc1ccccc1C(=O)NNC(=O)Cn1ccc(C(F)(F)F)n1	3	3	4	-1	-6	-17	2	10	0
CNC(=O)c1[nH]cnc1C(=O)N[C@@H](Cc1ccccc1)C(=O)OCc1ccccc1	-7	-4	-4	11	5	13	-10	-13	1

The listing, from the start:
SMILES	beta cell repl	PfG6PD inh	UBC13 polyUb	SENP8 block-1	HKDC1 inhibitor	SENP6 block	SENP8 block-2	SENP7 block	SENP1 FRET inh
Cc1ccc(C)c(S(=O)(=O)N2CCCCC2CCNC(=O)C(=O)NCc2ccccc2)c1 (stereo not drawn)	-1	2	-9	5	-2	-11	-9	14	-1
CC(C)NC(=O)CSc1ccccc1C(=O)NNC(=O)Cn1ccc(C(F)(F)F)n1	3	3	4	-1	-6	-17	2	10	0
CNC(=O)c1[nH]cnc1C(=O)N[C@@H](Cc1ccccc1)C(=O)OCc1ccccc1	-7	-4	-4	11	5	13	-10	-13	1
CCOc1ccc(-c2nnc(SCC(=O)N3CCN(c4ccccc4)CC3)o2)cc1	-2	9	-14	6	-10	-10	-3	-2	-1
CCn1c(SCC(=O)N(C)Cc2ccc(OC)c(F)c2)nc2cc(S(N)(=O)=O)ccc21	0	1	-1	-3	-7	-21	0	3	2
CCC(=O)N1CCc2cc(S(=O)(=O)NC(C(=O)Nc3cccc(C)n3)C(C)C)ccc21 (stereo not drawn)	3	2	5	16	3	3	0	4	2
CC(C)C(=O)N/N=C/c1ccc(OCc2ccccc2)cc1	-1	-12	2	17	0	1	-9	-2	4
COc1ccccc1COn1c(=O)c(-c2ccco2)[n+]([O-])c2ccccc21	1	28	-9	-121	9	-2	-6	-7	-77
COc1ccccc1NC(=O)CSc1nccc(-c2ccco2)n1	10	4	-5	-4	-6	-25	-7	-7	-5
Cc1ccc(N=Cc2cc3c(cc2[N+](=O)[O-])OCO3)cc1[N+](=O)[O-]	-1	54	-30	-16	12	21	1	-1	-2
CN(O)C(=S)c1ccccc1	.	2	.	17	-15	.	.	.	3
Clc1ccc(Nc2ncn[nH]2)cc1	0	6	-6	16	-3	-4	-8	-5	1
COc1ccc(NC(=O)N2CCCC(CNS(=O)(=O)c3cccs3)C2)c(C)c1 (stereo not drawn)	-3	-17	3	15	-4	-32	0	3	0
CC(=O)C1C(C)CC2C3CCC4CC(=O)CCC4(C)C3CCC21C (stereo not drawn)	.	7	.	4	8	.	.	.	4
CCc1c(C)c2cc(Cl)c(O)c(CN3CCCC3)c2oc1=O	1	-3	12	-278	4	-4	-4	-4	-71
Cc1cc(C(=O)Cn2nnc3ccccc3c2=O)c(C)n1-c1c(C)n(C)n(-c2ccccc2)c1=O	-3	4	-6	6	-12	-27	-6	17	2
Cc1cc2oc3ccc(NCCC4CCCN4C)cc3c(=O)c2cc1C (stereo not drawn)	-9	0	33	-13	9	2	9	0	-25
Cc1ccc(N=Cc2nc(-c3ccc(C)cc3)oc2O)cc1	.	-25	.	-55	-10	.	.	.	-65
COc1ccc(NC(=O)CC2C(=O)N(c3cccc(OC)c3)C(=O)N2CCC(C)C)cc1 (stereo not drawn)	1	8	4	11	-2	-8	-8	-2	1
Cc1cccc2nc3c(nc12)-c1ccccc1C3=O	-1	4	-24	13	5	6	-2	0	2
COc1cc(NC(=O)CC(C)n2ccnc2)cc(OC)c1 (stereo not drawn)	-3	-13	8	20	0	-7	-1	0	3
O=C(c1ccccc1/S(=N/S(=O)(=O)c1ccccc1)N1CCOCC1)N1CCOCC1 (stereo not drawn)	1	-8	-22	19	-1	-16	-7	3	1
CCOc1cccc(NCc2cc3c(C(C)(C)C)nn(-c4ccccc4)c3[nH]c2=O)c1	-4	-6	-2	-50	1	20	3	-5	-9
O=C(O)CCCC(=O)N(Cc1ccccc1)Cc1ccccc1	-2	-4	-3	22	5	15	2	7	2
C/C(=N\NC(=O)c1cccc(Br)c1)c1cccc(NC(=O)c2ccc(C)o2)c1	0	1	1	10	0	-2	6	5	2
(more compounds)
SMILES	beta cell repl	PfG6PD inh	UBC13 polyUb	SENP8 block-1	HKDC1 inhibitor	SENP6 block	SENP8 block-2	SENP7 block	SENP1 FRET inh
COc1cc(C(CCN2CCCCC2)c2c(OC)cc(OC)c3c(C)cc(=O)oc23)cc(OC)c1OC (stereo not drawn)	-4	0	-1	-66	0	0	-1	3	-2
CC(C)Oc1ccc(C(=O)N2CCCc3ccccc32)cc1	0	-2	5	18	-3	-23	-22	2	0
CN(CC(=O)Nc1cccc(F)c1)C(=O)c1cc([N+](=O)[O-])ccc1N1CCOCC1	4	0	-4	6	2	1	2	-8	-1
Cc1c(CCCC(=O)O)sc(N)c1C(=O)c1cccc(C(F)(F)F)c1	-2	21	-20	-24	-2	-6	-2	-4	12
O=c1[nH]c(=S)[nH]nc1Cc1ccccc1	0	1	-18	18	-11	-11	-3	-9	3
CCN(Cc1nc(-c2cccc(C)c2)no1)C(=O)c1ccc2c(c1)OCO2	0	6	-4	11	-5	-2	-9	-12	-1
Oc1ccc(Br)cc1CNc1ccccn1	-3	-4	18	12	-1	-9	-7	1	0
Cc1cccc2nc(CSc3nc4ccccc4o3)cn12	0	3	-1	28	1	17	-3	2	-3
O=C(Nc1ncc([N+](=O)[O-])s1)c1ccccc1Br	-3	-3	-5	28	-2	90*	86*	76*	-28
NC(=O)c1ccccc1NC(=O)c1ccccc1F	-1	-15	0	6	-5	-17	-14	-1	1
COCCn1c(CCc2ccccc2)n[nH]c1=S	-2	30	0	9	-2	-16	-5	9	3
CN(C)C1C(=O)c2ccccc2C1=O	0	22	-1	2	-9	-7	-7	3	1
COc1ccc(OC)c(S(=O)(=O)NC2CC(=O)N(c3cccc(F)c3)C2)c1 (stereo not drawn)	1	2	9	6	-2	0	2	-4	1
CCN(C(=O)COC(=O)CNC(=O)C12CC3CC(CC(C3)C1)C2)C1CCS(=O)(=O)C1 (stereo not drawn)	2	32	0	17	-8	-13	-3	-6	2
Cc1c(NS(=O)(=O)c2cccc(C(=O)NCc3ccccc3Cl)c2)c(=O)n(-c2ccccc2)n1C	3	-4	-2	23	-4	7	7	4	-2
CCC(c1nnnn1C1CCCC1)N1CCC(C(N)=O)CC1 (stereo not drawn)	-2	-7	-3	6	-7	10	-14	-7	3
CNc1ncc(-c2nnnn2-c2ccccc2)c(-c2ccccc2)n1	-2	3	6	-165	-10	-3	3	-26	-1
COc1cc(C(=O)Nc2cccc(-n3cnnn3)c2)cc(Cl)c1OC	-2	8	9	7	-2	-20	-5	-6	2
O=C(CNC(=S)N(CCCN1CCOCC1)Cc1cccs1)NCc1ccc(Cl)cc1	-2	5	7	14	-3	3	7	-1	2
NC(=O)C1=C[C@@H](c2coc3ccccc3c2=O)C[C@@H](OCCCCO)O1	-5	0	-1	10	-1	3	2	2	-1
Cc1cccc(CSC2=CS(=O)(=O)c3ccccc3N2)c1	1	-30	3	6	5	9	0	1	1
CCOCCc1nnc(NC(=O)Cc2ccc(Br)cc2)s1	-1	-5	1	14	-2	3	9	1	1
CCOC(=O)CNC(=O)CSc1nc(-c2ccc(OC)cc2)ns1	-4	36	-7	18	-3	9	-9	4	2
O=C(O)c1c[nH]c(=O)c2ccccc12	-1	0	12	-28	1	-9	-4	3	-5
O=C(c1ccco1)N1CCN(c2nc(C(F)(F)F)nc3c2nnn3Cc2ccccc2)CC1	-6	14	11	12	-4	-3	-5	3	0
Further structures
SMILES	beta cell repl	PfG6PD inh	UBC13 polyUb	SENP8 block-1	HKDC1 inhibitor	SENP6 block	SENP8 block-2	SENP7 block	SENP1 FRET inh
COc1ccc(N2CCN(CC(=O)c3ccc(Cl)cc3)CC2)cc1	-3	7	-5	20	5	8	-6	-8	4
COc1ccccc1C(=O)NNC(=O)C(=O)N1CCCCC1	-3	-8	-11	3	1	-3	3	-9	-1
CC1(C)CC(=O)N(CC(=O)O)c2ccccc2S1	-3	-4	-2	20	0	4	2	4	2
Cc1cc2nc(N3CCN(C(=O)c4ccco4)CC3)sc2cc1C	-4	-1	3	16	2	12	-13	3	-1
Cc1ccc(N2CCN(C(=S)c3ccc(-c4ccccc4[N+](=O)[O-])o3)CC2)cc1	-4	60*	-30	24	11	22	17	-1	-1
Cc1cc(NC(=O)c2cccnc2)ccc1Br	-2	9	-4	14	-8	10	-19	7	-1
Cc1ccc(NC(=O)c2oc3ccc(Br)cc3c2C)cc1S(=O)(=O)N1CCOCC1	.	-11	.	-10	2	.	.	.	0
COc1ccc(C(=O)Nc2ccc(Cl)cn2)cc1S(=O)(=O)N1CCCC1	-2	2	-9	10	-2	-5	-13	-9	0
CCC1(C)NC(=O)N(CC(=O)N2CCN(c3cccc(Cl)c3)CC2)C1=O (stereo not drawn)	-1	11	7	11	0	-15	-11	-11	0
Cn1c(NCc2ccccc2Cl)nc2ccccc21	1	12	0	12	-3	27	16	20	1
O=C(CCC(=O)N1CCN(S(=O)(=O)c2ccccc2Cl)CC1)c1ccccc1	2	-1	2	8	3	3	-2	1	-14
Cc1ccc(NC(=O)Nc2cc(C(F)(F)F)c[nH]c2=O)cc1	3	9	6	-14	-6	-13	0	-6	-2
CCN(CC)S(=O)(=O)c1cccc(C(=O)Nc2sc3c(c2C(N)=O)CCCC3)c1	-4	-5	19	-67	-9	6	1	7	-5
O=C(Nc1ccccc1)C1=C(O)CC(c2ccc(Cl)cc2)N2CCN=C12 (stereo not drawn)	-1	27	-14	16	1	-11	-7	-5	0
Cc1ccc(NC(=O)C2CCCN2S(=O)(=O)c2cccc3cccnc23)c(C)c1 (stereo not drawn)	-3	-4	-3	20	2	-3	0	0	-3
CCN1CCc2nc3sc(C(=O)N4CCc5ccccc5C4)c(N)c3cc2C1	1	40	-20	-193	6	6	2	3	-23
COc1ccc(OC)c(C(=O)Cn2nnc3ccccc3c2=O)c1	3	0	-2	-43	-13	-2	-3	-3	2
C=CCOC(=O)C1=C(C)NC2(O)c3ccccc3C(=O)C12O (stereo not drawn)	0	-3	-22	24	6	-12	-2	-7	-3
Cc1c(C(=O)N2CCc3ccccc3C2)oc2ccc(S(=O)(=O)N3CCCCCC3)cc12	0	-4	-13	4	0	-17	-5	-4	-3
N#Cc1ccc(NC(=S)NC(=O)C2CCCCC2)cc1	-5	4	0	13	0	-15	6	-2	0
CC1(C)Cc2c(oc3ncn4ncnc4c23)CO1	-1	-5	-1	14	-2	-8	-3	11	4
COc1ccc(OC)c(NC(=O)CSc2nncc(=O)n2N)c1	-4	-8	-1	1	-6	1	1	-6	1
O=C(N/N=C/c1ccco1)c1ccn[nH]1	1	-22	-3	0	11	-5	-3	3	4
COc1cc(/C=N/NC(N)=O)c(Br)cc1OCC(=O)Nc1ccccc1C	-2	-7	4	14	-4	-17	2	-6	0
